High-throughput results as filed in PubChem BioAssay.
KKLEB tox – cytotoxicity in KKLEB CF airway cells, primary screen, cytotoxicity control for CF NF-kB inhibitor project, cell-based, uHTS, fluorescence assay plates; activity change (cytotoxicity), % at 5 µM; AID 602141, 2011; 0.36% of 360,000 active; KKLEB CF airway cells viability, ATPlite luminescence, overnight; stronger effect = lower value; cells stimulated with P. aeruginosa culture filtrate;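 active = corrected activity change at or below -50% at 5 µM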
CF NFkB block – inhibitors of PAF-induced NF-kB signaling, primary screen, cell-based, GFP fluorescence, uHTS; KKLEB NF-kB-GFP reporter, GFP fluorescence overnight; inhibition, % at 5 µM; 0.86% of 360,000 active;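 active = at least 50% inhibition at 5 µM, scaled per plate between neutral and stimulator controls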;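 note: PAF is a Pseudomonas aeruginosa culture filtrate used as stimulus; plate controls were PAF-stimulated DMSO wells for no effect and unstimulated DMSO wells for full effect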
NR2E3 ag-1 – inhibitors of NR2E3-RetCOR corepressor binding, primary screen, NR2E3 agonist project, biochemical, TR-FRET, GST-NR2E3, biotin-RetCOR. Photoreceptor-specific nuclear receptor (Homo sapiens), Q9Y5X4. 1536-well. inhibition of corepressor binding, % at 4.78 µM. 0.12% of 320,000 active. AID 2300, 2010;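 active = percent inhibition above the cutoff of mean plus 3 SD of all tested compounds, set per screening campaign, cut at about 20% in these data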;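 note: 0% = DMSO wells and 100% = biotin wells as full block of FRET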
Target sequence (Q9Y5X4 whole entry, looked up): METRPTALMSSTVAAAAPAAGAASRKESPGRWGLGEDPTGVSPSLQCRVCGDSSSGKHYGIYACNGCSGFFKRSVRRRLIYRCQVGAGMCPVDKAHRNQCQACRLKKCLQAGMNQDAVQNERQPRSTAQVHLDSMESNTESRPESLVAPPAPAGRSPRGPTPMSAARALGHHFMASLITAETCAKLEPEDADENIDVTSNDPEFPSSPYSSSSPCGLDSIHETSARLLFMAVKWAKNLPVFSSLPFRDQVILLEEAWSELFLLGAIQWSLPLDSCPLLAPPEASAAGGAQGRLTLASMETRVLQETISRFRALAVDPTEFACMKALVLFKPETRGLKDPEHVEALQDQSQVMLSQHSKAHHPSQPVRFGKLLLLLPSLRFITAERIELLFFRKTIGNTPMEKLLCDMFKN
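Material – GST-tagged NR2E3 plus biotinylated RetCOR corepressor · Quantity – NR2E3 fusion 1.35 nM · Times – 5 h incubation at 4 °C · Medium – pH 7.5 Tris-based buffer · Technique – TR-FRET, Eu(K)-anti-GST donor, streptavidin-D2 acceptor, ex 340, em 617/671 nm · Benchmarks – high control biotin, low control 0.6% DMSO · Format – 1536-well plates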
Peg3 promoter – Peg3 promoter-driven luciferase inhibitors, primary screen, cell-based, HeLa, luciferase luminescence | HeLa PEG-Prom luciferase reporter, overnight | inhibition, % at 20 µM | 1.7% of 360,000 active | AID 588405, 2011;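 active = inhibition of at least 50% at 20 µM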
Shn3 3UTR inh – reduction of Shn3 3'UTR firefly luciferase signal, primary screen, Schnurri-3 inhibitor project, cell-based, Clone20 osteoblasts, set 2. Clone20 osteoblast Shn3 3'UTR firefly luciferase, 24 h. AID 588674, 2011. 0.52% of 360,000 active. inhibition, % at 12.5 µM;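 active = mean inhibition of at least 75% with every replicate also reaching 75%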;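 note: 0% = median of neutral control wells and 100% = pilot-screen positive control compound; some compounds past the cut are filed as inactive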
NR2E3 ag-2 – NR2E3 agonists in two-hybrid cells, primary screen, cell-based, luminescence, CHO-S, Gal4-NCOR/VP16-NR2E3; AID 602229, 2012; Photoreceptor-specific nuclear receptor (Homo sapiens), Q9Y5X4; luciferase; inhibition of corepressor binding, % at 3.98 µM; 0.35% of 360,000 active;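 active = inhibition above the mean of all tested compounds plus 3 SD, cut at about 70% in these data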;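 note: 0% = DMSO with NR2E3 transfected cells and 100% = cells lacking NR2E3 construct; higher means lower luciferase signal from less NR2E3 corepressor binding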
TROY NFkB inh – inhibitors of TROY-driven NF-kB signaling, primary screen, Q293 LMP1-TROYcd cells, NF-kB luciferase, uHTS; 0.98% of 360,000 active; Q293 LMP1-TROYcd NF-kB luciferase reporter, 4 h; AID 1347056, 2019; inhibition, % at 10 µM;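 active = compounds whose plate-normalised and pattern-corrected inhibition of the luciferase reporter signal at the single screening dose is 50% or more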
C8 TRAIL sens – viability loss with TRAIL in NB7+C8 cells, primary screen, TRAIL sensitizer project, cell-based, ATPlite luminescence; inhibition (viability loss, TRAIL sensitization), % at 10 µM; AID 624354, 2012; 1% of 360,000 active;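 active = compounds causing at least 50% loss of cell viability in the single-dose screen, relative to plate controls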
TWEAK Fn14 block – inhibitors of TWEAK-Fn14 signaling, primary screen, luciferase reporter cells, uHTS | TWEAK-stimulated Fn14 reporter cells, luciferase luminescence, 8 h | inhibition, % at 10 µM | 2% of 360,000 active | AID 1159606, 2016; in the data active = inhibition above about 50%
HIF-2a inh – HIF-2a reporter inhibitors, primary screen, luminescence, 786-0 RCC cells; 786-0 RCC cells HIF-2a reporter, luciferase luminescence, overnight; inhibition, % at 18.8 µM; 0.72% of 360,000 active; AID 624352, 2012;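 active = inhibition of the luminescence signal of 40% or more relative to plate controls, in a single-dose primary screen at 18.75 µM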
MITF TRPM1 inh – inhibitors of MITF-dependent TRPM1 promoter reporter, primary screen, cell-based, SK-MEL-5, single point, luciferase; 0.83% of 330,000 active; inhibition, % at 12.5 µM; SK-MEL-5 TRPM1 promoter luciferase, 24 h;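 active = mean inhibition across replicates of 60% or more, whatever share of single replicates reaches that level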; note: values of inactives mirror those of a sister screen read the other way
Starred values were filed as active, the others as inactive.

Results for Cc1ccc(NS(=O)(=O)c2ccc(C(=O)NCCCN3CCOCC3)cc2)cc1 ?
KKLEB tox: 17; CF NFkB block: -5; NR2E3 ag-1: 0; Peg3 promoter: 0; Shn3 3UTR inh: -29; NR2E3 ag-2: -20; TROY NFkB inh: -8; C8 TRAIL sens: 25; TWEAK Fn14 block: 0; HIF-2a inh: 17; MITF TRPM1 inh: -17

What do the screens show for `Cc1ccc(S(=O)(=O)c2nc(NN(C)C)sc2Cl)cc1`?
KKLEB tox: -3; CF NFkB block: -4; NR2E3 ag-1: -6; Peg3 promoter: 23; Shn3 3UTR inh: 10; NR2E3 ag-2: -32; TROY NFkB inh: -6; C8 TRAIL sens: -1; TWEAK Fn14 block: 8; HIF-2a inh: 19; MITF TRPM1 inh: 5

How did Cc1cc(NC(=O)c2cc(-c3cccc(Cl)c3)on2)no1 do in these assays?
KKLEB tox: 4; CF NFkB block: -2; NR2E3 ag-1: 3; Peg3 promoter: -52; Shn3 3UTR inh: -18; NR2E3 ag-2: -33; TROY NFkB inh: -50; C8 TRAIL sens: -6; TWEAK Fn14 block: -20; HIF-2a inh: -28; MITF TRPM1 inh: -25

How did COC(=O)c1ccc(OCC(O)CNC2CCCC2)cc1 (stereo unspecified) do in these assays?
KKLEB tox: 12; CF NFkB block: -28; NR2E3 ag-1: -3; Peg3 promoter: 7; Shn3 3UTR inh: 3; NR2E3 ag-2: -20; TROY NFkB inh: 5; C8 TRAIL sens: 7; TWEAK Fn14 block: -3; HIF-2a inh: 9; MITF TRPM1 inh: 1

How did Cc1ccc(C)c(OCCNc2ccc([N+](=O)[O-])cn2)c1 do in these assays?
KKLEB tox: -12; CF NFkB block: -2; NR2E3 ag-1: 3; Peg3 promoter: 16; Shn3 3UTR inh: 0; NR2E3 ag-2: -37; TROY NFkB inh: -5; C8 TRAIL sens: 8; TWEAK Fn14 block: -8; HIF-2a inh: -1; MITF TRPM1 inh: -5

What do the screens show for `N#Cc1c(-c2cccc(F)c2)cc(-c2ccccc2)nc1Br`?
KKLEB tox: -11; CF NFkB block: -6; NR2E3 ag-1: -1; Peg3 promoter: 12; Shn3 3UTR inh: -12; NR2E3 ag-2: -23; TROY NFkB inh: -4; C8 TRAIL sens: 7; TWEAK Fn14 block: 2; HIF-2a inh: 5; MITF TRPM1 inh: 14

What do the screens show for `CC1CCN(C(=O)CSc2nnc(Cn3c(=O)sc4ccccc43)n2C)CC1`?
KKLEB tox: -9; CF NFkB block: -5; NR2E3 ag-1: -1; Peg3 promoter: -2; Shn3 3UTR inh: -8; NR2E3 ag-2: -23; TROY NFkB inh: 18; C8 TRAIL sens: -2; TWEAK Fn14 block: -11; HIF-2a inh: 8

What do the screens show for `Cc1ccc(C)c(S(=O)(=O)Nc2cc3c4c(c2)CC(=O)N4CCC3)c1`?
KKLEB tox: 0; CF NFkB block: -4; NR2E3 ag-1: -3; Peg3 promoter: -8; Shn3 3UTR inh: 23; NR2E3 ag-2: 15; TROY NFkB inh: -21; C8 TRAIL sens: 0; TWEAK Fn14 block: 1; HIF-2a inh: 5; MITF TRPM1 inh: 0

Results for COc1ccc(CNC2CCCCC2C)c(OC)c1 (stereo unspecified) ?
KKLEB tox: -8; CF NFkB block: -5; NR2E3 ag-1: -2; Peg3 promoter: 12; Shn3 3UTR inh: -4; NR2E3 ag-2: 7; TROY NFkB inh: 13; C8 TRAIL sens: 9; TWEAK Fn14 block: -9; HIF-2a inh: -6; MITF TRPM1 inh: 4

How did Cc1ccc(NC(=O)COC(=O)c2ccc[n+]([O-])c2)c(Br)c1 do in these assays?
KKLEB tox: -1; CF NFkB block: 12; Peg3 promoter: 5; Shn3 3UTR inh: 5; NR2E3 ag-2: 4; TROY NFkB inh: 0; C8 TRAIL sens: 7; TWEAK Fn14 block: 15; HIF-2a inh: -3; MITF TRPM1 inh: -4

Results for COC(=O)CCc1ccc(O)cc1 ?
KKLEB tox: 15; CF NFkB block: -38; NR2E3 ag-1: 1; Peg3 promoter: 16; Shn3 3UTR inh: -7; NR2E3 ag-2: -8; TROY NFkB inh: 2; C8 TRAIL sens: 3; TWEAK Fn14 block: 9; HIF-2a inh: 7; MITF TRPM1 inh: 7

What do the screens show for `CCC(C)(C)NC(=O)C(c1ccc(C)cc1)N(Cc1cccnc1)C(=O)c1csnn1` (stereo unspecified)?
KKLEB tox: -2; CF NFkB block: 6; NR2E3 ag-1: 0; Peg3 promoter: 4; Shn3 3UTR inh: -5; NR2E3 ag-2: -4; TROY NFkB inh: -6; C8 TRAIL sens: -11; TWEAK Fn14 block: 11; HIF-2a inh: 19; MITF TRPM1 inh: 4

Results for O=c1[nH]nc(-c2ccc(F)cc2)cc1Cc1cccs1 ?
KKLEB tox: -11; CF NFkB block: 1; NR2E3 ag-1: -3; Peg3 promoter: 9; Shn3 3UTR inh: -22; NR2E3 ag-2: 10; TROY NFkB inh: 1; C8 TRAIL sens: -3; TWEAK Fn14 block: 20; HIF-2a inh: 15; MITF TRPM1 inh: 14

Results for CCCC[C@@H]1CNCCN1CCc1cccc2ccccc12 ?
KKLEB tox: -12; CF NFkB block: 20; NR2E3 ag-1: 0; Peg3 promoter: 3; Shn3 3UTR inh: -3; NR2E3 ag-2: 17; TROY NFkB inh: -8; C8 TRAIL sens: 17; TWEAK Fn14 block: 14; HIF-2a inh: 10; MITF TRPM1 inh: -13

What do the screens show for `COc1cccc(CNC(=O)CCn2ccc3cc(S(=O)(=O)N4CCCC4)ccc32)c1`?
KKLEB tox: 1; CF NFkB block: -10; NR2E3 ag-1: 1; Peg3 promoter: -1; Shn3 3UTR inh: 8; NR2E3 ag-2: -1; TROY NFkB inh: 9; C8 TRAIL sens: 2; TWEAK Fn14 block: 6; HIF-2a inh: 2; MITF TRPM1 inh: 9

Results for Cc1nc2nc(C)c(CCC(=O)Nc3ccc4c(c3)OCO4)c(C)n2n1 ?
KKLEB tox: 7; CF NFkB block: -2; NR2E3 ag-1: 2; Peg3 promoter: -92; Shn3 3UTR inh: 23; NR2E3 ag-2: 2; TROY NFkB inh: 19; C8 TRAIL sens: 8; TWEAK Fn14 block: 13; HIF-2a inh: 7; MITF TRPM1 inh: 0

Results for COc1ccccc1N(CC(=O)NC1CCCC1)C(=O)c1csnn1 ?
KKLEB tox: 6; CF NFkB block: -9; NR2E3 ag-1: 1; Peg3 promoter: 5; Shn3 3UTR inh: -5; NR2E3 ag-2: 7; TROY NFkB inh: 11; C8 TRAIL sens: 13; TWEAK Fn14 block: -1; HIF-2a inh: 6; MITF TRPM1 inh: 6

What do the screens show for `CN(C(=O)c1ccc2c(c1)OCO2)C1(C(=O)NC2CCCC2)CCCCC1`?
KKLEB tox: 6; CF NFkB block: -18; NR2E3 ag-1: 1; Peg3 promoter: 12; Shn3 3UTR inh: 1; NR2E3 ag-2: -4; TROY NFkB inh: 10; C8 TRAIL sens: -6; TWEAK Fn14 block: 10; HIF-2a inh: 13; MITF TRPM1 inh: -1

What do the screens show for `O=C(CN1CCN(S(=O)(=O)c2ccc(Br)cc2)CC1)N/N=C/c1cccnc1`?
KKLEB tox: -3; CF NFkB block: -3; NR2E3 ag-1: -1; Peg3 promoter: 11; Shn3 3UTR inh: 12; NR2E3 ag-2: -12; TROY NFkB inh: 10; C8 TRAIL sens: -6; TWEAK Fn14 block: 5; HIF-2a inh: 9; MITF TRPM1 inh: 9

Results for CCc1ccc(/C=C/C(=O)c2ccc(S(=O)(=O)N(C)C)cc2)cc1 ?
KKLEB tox: -12; CF NFkB block: 15; NR2E3 ag-1: 1; Peg3 promoter: 54*; Shn3 3UTR inh: 26; NR2E3 ag-2: 6; TROY NFkB inh: -26; C8 TRAIL sens: -10; TWEAK Fn14 block: -17; HIF-2a inh: 13; MITF TRPM1 inh: 4

How did C[C@H](CO)N1C[C@H](C)[C@@H](CN(C)C(=O)c2ccc3ccn(C)c3c2)OCc2cn(nn2)CCCC1=O do in these assays?
KKLEB tox: 3; CF NFkB block: -1; Peg3 promoter: 5; Shn3 3UTR inh: -5; NR2E3 ag-2: -25; TROY NFkB inh: 3; C8 TRAIL sens: -11; TWEAK Fn14 block: 10; HIF-2a inh: 4

What do the screens show for `CCC(=O)N1CCN(c2ccc(Cl)cc2NC(=O)c2ccc3c(c2)OCCO3)CC1`?
KKLEB tox: -6; CF NFkB block: -36; NR2E3 ag-1: 1; Peg3 promoter: -1; Shn3 3UTR inh: -2; NR2E3 ag-2: -5; TROY NFkB inh: 49; C8 TRAIL sens: 8; TWEAK Fn14 block: 24; HIF-2a inh: 16; MITF TRPM1 inh: 8

Not a retest: entries from further up.
Results for Cc1nc2nc(C)c(CCC(=O)Nc3ccc4c(c3)OCO4)c(C)n2n1 ?
KKLEB tox: 7; CF NFkB block: -2; NR2E3 ag-1: 2; Peg3 promoter: -92; Shn3 3UTR inh: 23; NR2E3 ag-2: 2; TROY NFkB inh: 19; C8 TRAIL sens: 8; TWEAK Fn14 block: 13; HIF-2a inh: 7; MITF TRPM1 inh: 0

Results for COc1ccccc1N(CC(=O)NC1CCCC1)C(=O)c1csnn1 ?
KKLEB tox: 6; CF NFkB block: -9; NR2E3 ag-1: 1; Peg3 promoter: 5; Shn3 3UTR inh: -5; NR2E3 ag-2: 7; TROY NFkB inh: 11; C8 TRAIL sens: 13; TWEAK Fn14 block: -1; HIF-2a inh: 6; MITF TRPM1 inh: 6

What do the screens show for `CN(C(=O)c1ccc2c(c1)OCO2)C1(C(=O)NC2CCCC2)CCCCC1`?
KKLEB tox: 6; CF NFkB block: -18; NR2E3 ag-1: 1; Peg3 promoter: 12; Shn3 3UTR inh: 1; NR2E3 ag-2: -4; TROY NFkB inh: 10; C8 TRAIL sens: -6; TWEAK Fn14 block: 10; HIF-2a inh: 13; MITF TRPM1 inh: -1

Not all compounds are listed. The share of hits here may be higher or lower than overall.
